Growth percent in the NCI-60 one-dose screen (48 h, 10 µM unless noted): 100 = growth as untreated, 0 = no growth, -100 = all killed.
CAKI-1 – CAKI-1 renal cancer. hit rate 4.7% among 75,000. AID 1794772
NCI-H522 – NCI-H522 lung cancer; hit rate 8% among 78,000
NCI-H460 – NCI-H460 lung cancer; AID 1794736; hit rate 6.8% among 82,000
ACHN – ACHN renal cancer. hit rate 4.9% among 81,000
NCI-H322M – NCI-H322M lung cancer; hit rate 2.7% among 80,000; AID 1794733
TK-10 – TK-10 renal cancer cells | AID 1794769 | hit rate 3.9% among 81,000
UO-31 – UO-31 renal cancer; hit rate 5.2% among 81,000
786-0 – 786-0 renal cancer cells; hit rate 5.1% among 81,000; AID 1794775
RXF 393 – RXF 393 renal cancer cells; hit rate 6.9% among 77,000
* = called active by the depositor; / = no result given; & = joins results of further samples; ! = a repeat was not active; [ ] = remark or other dose. How the source made its calls: active means growth percent below 10; inactive means the rest. Only part of the results is shown. The share of hits here may be higher or lower than overall.

SMILES	CAKI-1	NCI-H522	NCI-H460	ACHN	NCI-H322M	TK-10	UO-31	786-0	RXF 393
COC(=O)[C@@H](NC(=O)c1nn(Cc2ccc(F)cc2)c2ccccc12)C(C)(C)C	/	81	105	104	111	103	75	90	102
CCCOP(=S)(N1CC1C)N1CC1(C)C (stereo not drawn)	122	/	102	109	121	110	93	113	114
COC(=O)CC(c1ccc(O)c(Cl)c1)c1c(O)c2ccccc2oc1=O (stereo not drawn)	93[8.25 µM]	98[8.25 µM]	111[8.25 µM]	97[8.25 µM]	100[8.25 µM]	98[8.25 µM]	86[8.25 µM]	99[8.25 µM]	114[8.25 µM]
CC(C)=CC1C(C(=O)OCCCc2ccc3c(c2)OCO3)C1(C)C (stereo not drawn)	91	90	101	97	101	106	95	101	89
CN=C1CN=C(c2ccccc2)c2cc(Cl)ccc2N1	/	81	100	105	107	104	89	101	119
NN	108	96	110	97	110	106	99	98	110
C[C@]12CC[C@H]3[C@@H](CCC4=CC(=O)CC[C@@]43C)[C@@H]1C[C@@H](F)[C@H]2O	99	89	110	109	96	102	88	97	125
O=C(N/N=C\c1ccc(N(CCCl)CCCl)cc1)C(=O)c1c[nH]c2ccccc12	42	76	36	/	79	84	54	76	85
COc1cc(C=O)c(OC)c2c1OCO2	92	89	110	107	101	104	79	101	116
COc1cc2c(cc1OCCCCCn1c(-c3ccco3)nc3ccccc31)N=C[C@@H]1CCCN1C2=O	12	-24*	4.7*	10	-13*	-1.4*	-24*	12	-40*
CCCCCCCCCCCCCCCC[N+](C)(C)C	-59*!	-40*	0.1*	19	-70*!	-40*	-82*!	4.6*	-32*
CC12CCC3C(CCC4CC=CCC43C)C1CCC2=O (stereo not drawn)	/	88	94	100	107	109	80	108	112
COc1ccc(S(=O)(=O)N(Cc2ccc3c(c2)C=CC(C)(C)O3)c2ccccc2)cc1OC	62	61	77	61	102	102	67	87	77
N#CC(Br)C(N)=O (stereo not drawn)	91	110	112	103	107	135	89	103	106
CC1CS1 (stereo not drawn)	120	98	102	102	106	106	77	112	118
CCOC(=O)CP(=S)(S)c1ccccc1 (stereo not drawn)	97	86	103	104	100	102	91	89	104
CCCCOC(=O)c1ccccc1C(=O)O.CCCCOC(=O)c1ccccc1C(=O)O.[Cu+2]	113	95	109	112	104	107	96	106	116
CC(=O)O[C@H]1CC[C@H]2[C@@H]3[C@H](C)CC4=CC(=O)CCC4[C@H]3CC[C@]12C (stereo partly drawn)	103	141	120	104	90	95	86	97	/
COc1ccc(CCNCc2cccc(OC)c2OC)cc1OC	103	96	98	111	101	94	80	104	98
Cc1cc(C)c(C)c(C(O)(C(=O)O)c2ccccc2)c1 (stereo not drawn)	103	104	110	99	111	107	105	101	105
CCCCCCCCCCOc1ccc(C(=O)Oc2ccc(CSP(=O)(OCC3OC(n4cnc5c(N)ncnc54)C(F)C3O)OC3C(CO)OC(n4ccc(=O)[nH]c4=O)C3F)cc2)cc1 (stereo not drawn)	/	41	92	/	92	95	107	80	131
CCCC(Cc1ccccc1)N1CCCC1 (stereo not drawn)	104	119	113	104	111	113	75	117	115
CC(=O)O[C@H]1CC[C@H]2[C@@H]3CC[C@H]4CCCC[C@]4(C)[C@H]3CC[C@]12C	96	108	114	115	119	121	123	91	118
CCOP(=S)(N/N=C\C(C)(C)C1CCCCC1)OCC	99	69	113	98	124	104	79	90	102
CCCCCCNP(=O)(Oc1ccccc1)Oc1ccccc1	/	90	108	/	102	94	90	96	112

Shown field by field: part of the list above
SMILES: CCCCOC(=O)c1ccccc1C(=O)O.CCCCOC(=O)c1ccccc1C(=O)O.[Cu+2]
- CAKI-1: 113
- NCI-H522: 95
- NCI-H460: 109
- ACHN: 112
- NCI-H322M: 104
- TK-10: 107
- UO-31: 96
- 786-0: 106
- RXF 393: 116
SMILES: CCCCCCCCCCCCCCCC[N+](C)(C)C
- CAKI-1: -59*!
- NCI-H522: -40*
- NCI-H460: 0.1*
- ACHN: 19
- NCI-H322M: -70*!
- TK-10: -40*
- UO-31: -82*!
- 786-0: 4.6*
- RXF 393: -32*

Back to the main list, starting 4 compounds before the break.
SMILES	CAKI-1	NCI-H522	NCI-H460	ACHN	NCI-H322M	TK-10	UO-31	786-0	RXF 393
CCCC(Cc1ccccc1)N1CCCC1 (stereo not drawn)	104	119	113	104	111	113	75	117	115
CC(=O)O[C@H]1CC[C@H]2[C@@H]3CC[C@H]4CCCC[C@]4(C)[C@H]3CC[C@]12C	96	108	114	115	119	121	123	91	118
CCOP(=S)(N/N=C\C(C)(C)C1CCCCC1)OCC	99	69	113	98	124	104	79	90	102
CCCCCCNP(=O)(Oc1ccccc1)Oc1ccccc1	/	90	108	/	102	94	90	96	112
N#C[S-].[Au+].c1ccc(CN2[CH-]N(Cc3ccccc3)C(c3ccccc3)=C2c2ccccc2)cc1	/	-31*	4.0*	2.1*	30	18	4.0*	7.0*	3.6*
Cc1cccc(N2CCC3(CC2)C(=O)NC(=O)NC3=O)c1	117	101	108	110	104	94	89	97	120
C/C=C/CC(C)C(O)[C@H](NC(=O)[C@@H]1CCCN1C(=O)C(C)(C)NC(=O)CCCCCCC)C(=O)N[C@@](C)(CC)C(=O)N[C@@H](CCC(N)=O)C(=O)N[C@H](CCC(N)=O)C(=O)NC(C)(C)C(=O)NC(C)(C)C(=O)N[C@@H](CCC(N)=O)C(=O)N[C@H](CC(C)C)C(=O)N[C@H](CO)CC(C)C (stereo partly drawn)	28&101	-8.6*!	13&105	32&103	70&108	28&115	16&97	40&103	-11*!
CNC(C)[C@H](O)c1ccccc1 (stereo partly drawn)	93	/	107	109	/	102	100	101	108
O=C(CCl)Nc1cccc(Cl)c1	102	77	101	109	95	104	100	109	93
Nc1cccc(CC(=O)Nc2ccc(S(=O)(=O)F)cc2)c1	/	85	102	112	104	107	86	97	87
CCCC(=O)O[C@@H]1C[C@H]2C[C@@H](O[C@@H]3O[C@@H](C)[C@@H](O)[C@@H](O)[C@H]3OC)C[C@@H](C[C@@H](C)/C=C/C=C\C[C@@H]3O[C@@H](C[C@@H]3C)[C@@H](O)C[C@H]3C[C@@]1(O)C(=O)O3)O2	61	21	47	62	88	29	34	77	72
CCCCOC(=O)CC(C(=O)OCCCC)N1CC1 (stereo not drawn)	98	97	107	106	96	100	90	94	106
COP(=O)(OC)C(O)c1ccc(Cl)cc1Cl (stereo not drawn)	103	84	106	108	107	99	84	109	130
COC(=O)C(c1ccccc1)C1CCCCN1 (stereo not drawn)	107	71	117	100	105	136	90	101	92
CC[C@@]1(O)C[C@H](OC2CC(N(C)C)C(OC3CC(O)C(OC4CCC(=O)C(C)O4)C(C)O3)C(C)O2)c2c(cc3c(c2O)C(=O)c2c(O)ccc(O)c2C3=O)[C@H]1C(=O)OC (stereo partly drawn)	-53*	-48*	-14*	-87*	-18*	6.0*	-57*	17	13
COc1ccc(/C=C\c2cc(OC)c(OC)c(OC)c2)cc1N/C=C\C(=O)c1c[nH]c2ccccc12	/	-10.0*	6.4*	15	41	60	26	21	29
COC1[C@@H]2C[C@H]3C(C)(C)O[C@@](C/C=C(/C)C(=O)O)(C2=O)[C@]32Oc3c(CC=C(C)C)c4c(c(O)c3C(=O)[C@H]12)C=CC(C)(C)O4 (stereo partly drawn)	/	-69*	-56*	-71*	-67*	/	-70*	-51*	-81*
CNC(=O)Oc1ccc(C(C)(C)C)cc1OC(=O)NC	/	85	102	106	112	98	95	89	108
CNC(=O)Oc1cc(C)cc(C)c1	/	108	108	108	103	105	93	101	/
Clc1ccc2nnnn2n1	/	13	21	43	85	37	5.0*	23	/
CN1C(=O)C(=S(C)C)C(=O)N(C)C1=O	/	/	107	103	83	101	84	99	121
COc1ccccc1CC(C)NC(C)Cc1ccccc1OC (stereo not drawn)	91	95	78	97	91	90	70	90	116
CCC(C)OC(=O)Cc1ccccc1 (stereo not drawn)	89	85	106	105	107	87	105	98	108
ClC1OC(Cl)(Cl)C(Cl)(Cl)OC1(Cl)Cl (stereo not drawn)	99	89	128	100	100	107	81	109	110
CC(Cl)CN(CC(C)Cl)c1ccc(S(=O)(=O)Nc2ncccn2)cc1 (stereo not drawn)	71	99	65	84	98	105	78	103	106
CN(C)[C@@H]1C(=O)C(C(N)=O)=C(O)[C@@]2(O)C(=O)C3=C(O)c4c(O)ccc(Cl)c4[C@@](C)(O)[C@H]3C[C@@H]12	100&73	33&79	101&89	94&71	105&85	87	82&55	71&91	94&96
Fc1ccc2c(c1)c(-c1nc(-c3c[nH]c4ncccc34)cs1)cn2CCN1CCCCC1	/	75	69	/	64	75	36	61	58
CCN(CC)CCOC(=O)C(c1ccccc1)C1(O)CCCCC1 (stereo not drawn)	102	93	131	116	111	101	101	108	109
COc1cc(CC#N)cc(OC)c1OC	94	110	110	107	101	109	86	102	102

Single records (already shown).
CNC(C)[C@H](O)c1ccccc1 (stereo partly drawn) reads CAKI-1 = 93; NCI-H522 = /; NCI-H460 = 107; ACHN = 109; NCI-H322M = /; TK-10 = 102; UO-31 = 100; 786-0 = 101; RXF 393 = 108
CNC(=O)Oc1cc(C)cc(C)c1 reads CAKI-1 = /; NCI-H522 = 108; NCI-H460 = 108; ACHN = 108; NCI-H322M = 103; TK-10 = 105; UO-31 = 93; 786-0 = 101; RXF 393 = /

The list continues:
SMILES	CAKI-1	NCI-H522	NCI-H460	ACHN	NCI-H322M	TK-10	UO-31	786-0	RXF 393
O=P(Nc1ccccc1)(Nc1ccccc1)N(CCCl)CCCl	97	93	105	106	94	111	75	94	120
CC(=O)OC1CCC2(C)C(CCC3C2CC(=O)C2(C)C3CC(Sc3ccc(N(CCCl)CCCl)cc3)C2C(C)=O)C1 (stereo not drawn)	68	83	32	72	104	93	78	83	107
C[C@]12CCc3sc(-c4ccc(C(=O)O)cc4)nc3C1=CC[C@@H]1[C@@H]2CC[C@]2(C)C(=O)CC[C@@H]12	67	95	40	94	81	/	66	61	100
O=C1NC(=O)C2(CCCc3ccc(N(CCCl)CCCl)cc32)N1 (stereo not drawn)	22	77	38	25	120	102	104	92	95
COc1cccc2c1c(C(=O)c1ccco1)cn2Cc1ccc(F)cc1	184	76	113	107	115	143	77	110	131
O=C(O)c1cc2ccccc2n1Cc1ccccc1	93	92	109	103	107	118	82	97	88
NP(N)(=O)c1ccc(Cl)cc1	97	100	100	111	102	98	95	94	100
Cc1c([N+](=O)[O-])cc2c(c1[N+](=O)[O-])C(C)(C)CC2(C)C	102	89	116	108	112	92	96	105	116
O=[N+]([O-])c1ncc[nH]1	93	96	121	101	132	109	105	107	116
COC(=O)[C@@]12C(N)=NC(=C(C#N)C#N)[C@]1(C#N)[C@H]2c1cc(OC)c(OC)c(OC)c1	92	101	103	98	95	/	88	105	/
NC(=NCc1ccccc1)N[N+](=O)[O-]	88	82	101	108	108	105	74	105	105
c1ccc(C2NCCc3[nH]cnc32)cc1 (stereo not drawn)	/	70	105	112	112	116	95	98	132
O=C(O)COc1ccc(Cl)cc1	98	100	99	106	107	98	95	100	99
O=c1cc(CCl)[nH]nc1CCl	95	/	105	104	96	/	103	112	105
CN[C@@]1(c2ccccc2Cl)CCCC[C@@H]1NCC1CCCO1 (stereo partly drawn)	94	91	110	99	94	102	86	98	106
COc1nc2c(c(-c3ccc(F)cc3)c1C#N)[C@H]1CCC(/C2=C\c2ccc(F)cc2)N1C	84	72	80	97	86	95	55	91	60
CC(=O)Cc1ccc(C)cc1	103	/	100	97	101	102	83	102	101
CCOC(=O)C(C#N)c1ccccc1 (stereo not drawn)	102	94	103	126	87	97	88	103	103
ClC1OC(Cl)C(Cl)OC1Cl (stereo not drawn)	95	84	107	96	108	104	85	100	94
CC(C)(O)C1C2OC(=O)C1C1(O)CC3OC34C(=O)OC2C14C (stereo not drawn)	98	94	105	99	/	97	79	105	98
Cc1ccc(P(=O)(O)O)cc1	97	101	108	109	111	102	97	103	99
CCN(CC)CC(O)c1ccc(I)cc1 (stereo not drawn)	/	72	106	/	92	81	87	96	116

Grouped by structure, the compounds so far containing a cyano group
SMILES	CAKI-1	NCI-H522	NCI-H460	ACHN	NCI-H322M	TK-10	UO-31	786-0	RXF 393
N#CC(Br)C(N)=O (stereo not drawn)	91	110	112	103	107	135	89	103	106
N#C[S-].[Au+].c1ccc(CN2[CH-]N(Cc3ccccc3)C(c3ccccc3)=C2c2ccccc2)cc1	/	-31*	4.0*	2.1*	30	18	4.0*	7.0*	3.6*
COc1cc(CC#N)cc(OC)c1OC	94	110	110	107	101	109	86	102	102
COC(=O)[C@@]12C(N)=NC(=C(C#N)C#N)[C@]1(C#N)[C@H]2c1cc(OC)c(OC)c(OC)c1	92	101	103	98	95	/	88	105	/
COc1nc2c(c(-c3ccc(F)cc3)c1C#N)[C@H]1CCC(/C2=C\c2ccc(F)cc2)N1C	84	72	80	97	86	95	55	91	60
CCOC(=O)C(C#N)c1ccccc1 (stereo not drawn)	102	94	103	126	87	97	88	103	103

Assay outcomes as filed in PubChem.
